POLI inh: qHTS for Inhibitors of Polymerase Iota; DNA polymerase iota (Homo sapiens), Q9UNA4; Pol iota fluorescent replication assay, 10 min; Potency, µM (series often up to 115 µM), inactives show at the highest dose activity, negative = inhibition, actives largely listed as inhibitors; actives 1% (n = 390,000); AID 588590, 2011
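Fluorescent replication assay read twice, at 0 min and 10 min after adding 50 nM (final) substrate. Enzyme (10 nM) and compounds were first incubated 15 min at room temperature; enzyme-free buffer wells were negative controls.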
POLB inh: qHTS Assay for Inhibitors of DNA Polymerase Beta; Pol beta primer extension/strand displacement, fluorescence kinetic; Potency, µM (series often up to 114 µM), without a hit: at the highest dose activity change, negative = inhibition, usual class: inhibitors; actives 1.3% (n = 340,000); AID 485314, 2010; further: on the % scale 0 is the no-effect control and ±100 the full control effect
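Kinetic readout of DNA synthesis with strand displacement by Pol beta. Compound and 10 nM enzyme sit 15 min at room temperature; 50 nM substrate starts the reaction, read immediately and at 10 min.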
BAZ2B inh: qHTS Assay for Inhibitors of BAZ2B. Potency, µM (doses to about 114 µM), inactives show top-dose activity change, negative = inhibition, hits mostly inhibitors. actives 4.4% (n = 360,000). AlphaScreen BAZ2B-H3K14Ac peptide displacement; further: on the % scale 0 is the no-effect control and ±100 the full control effect; nearly all actives have a fitted effect of over 60% in size
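AlphaScreen luminescence quantifies BAZ2B engagement of H3K14Ac peptide; the protein and biotinylated peptide are both at 50 nM final, buffer PBS pH 7.4 with 0.01% Tween-20, all steps at room temperature.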
BLM helicase inh: qHTS Assay for Inhibitors of Bloom's syndrome helicase (BLM) | RecQ-like DNA helicase BLM (Homo sapiens), P54132 | recombinant BLM DNA unwinding, fluorescence dequenching | Potency, µM (top dose mostly 56.1 µM), inactives show top-dose activity change, negative = inhibition, most hits filed as inhibitors | actives 0.2% (n = 350,000);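 further: plate controls were vehicle for no effect and no enzyme for full effect; nearly all actives have a fitted effect of over 35% in size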
POLK inh: qHTS for Inhibitors of Polymerase Kappa; DNA polymerase kappa (Homo sapiens), Q9UBT6; actives 0.53% (n = 400,000); purified Pol kappa, fluorescent DNA synthesis assay, 10 min; Potency, µM (series often up to 107 µM), inactives show at the highest dose activity, negative = inhibition, most hits filed as inhibitors; further: on the % scale 0 is the no-effect control and ±100 the full control effect
Target sequence (Q9UBT6 whole entry, looked up): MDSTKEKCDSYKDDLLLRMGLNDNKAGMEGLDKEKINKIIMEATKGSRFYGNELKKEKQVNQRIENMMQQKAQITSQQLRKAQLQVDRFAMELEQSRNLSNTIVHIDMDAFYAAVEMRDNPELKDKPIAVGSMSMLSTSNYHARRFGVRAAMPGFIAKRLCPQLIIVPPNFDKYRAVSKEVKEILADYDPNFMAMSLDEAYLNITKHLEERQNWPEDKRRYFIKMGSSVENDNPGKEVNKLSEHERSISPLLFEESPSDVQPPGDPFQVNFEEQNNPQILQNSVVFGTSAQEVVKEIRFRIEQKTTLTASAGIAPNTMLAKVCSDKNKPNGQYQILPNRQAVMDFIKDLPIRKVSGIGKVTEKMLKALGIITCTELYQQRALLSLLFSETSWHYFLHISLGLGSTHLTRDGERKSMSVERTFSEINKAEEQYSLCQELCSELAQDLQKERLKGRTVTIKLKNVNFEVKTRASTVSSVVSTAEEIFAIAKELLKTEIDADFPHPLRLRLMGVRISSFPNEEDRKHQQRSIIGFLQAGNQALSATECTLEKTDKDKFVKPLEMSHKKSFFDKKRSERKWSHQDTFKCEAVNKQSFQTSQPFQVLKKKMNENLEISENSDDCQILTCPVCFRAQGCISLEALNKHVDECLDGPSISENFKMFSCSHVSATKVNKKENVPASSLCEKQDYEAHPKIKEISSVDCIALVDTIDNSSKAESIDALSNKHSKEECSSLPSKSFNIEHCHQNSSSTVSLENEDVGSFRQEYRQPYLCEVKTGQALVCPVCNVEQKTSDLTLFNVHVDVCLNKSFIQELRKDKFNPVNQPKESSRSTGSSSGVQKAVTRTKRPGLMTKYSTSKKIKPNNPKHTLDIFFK
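Enzyme at 10 nM met test compounds for 15 min at room temperature. Substrate addition (50 nM final) began the reaction, which was monitored by fluorescence at 0 and 10 min.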
JMJD2A Tudor: qHTS Assay for Inhibitors of JMJD2A-Tudor Domain; Lysine-specific demethylase 4A (Homo sapiens), O75164; AlphaScreen JMJD2A-Tudor / H3K4me3 peptide binding; Potency, µM (top dose mostly 114 µM), for inactives: top-dose activity change, negative = inhibition, usual class: inhibitors; actives 4.4% (n = 390,000); AID 504339, 2011; further: on the % scale 0 is the no-effect control and ±100 the full control effect; nearly all actives have a fitted effect of over 50% in size
POLH inh: qHTS for Inhibitors of Polymerase Eta; actives 1.2% (n = 390,000); AID 588591, 2011; DNA polymerase eta (Homo sapiens), Q9Y253; recombinant Pol eta, fluorescent DNA replication assay; Potency, µM (top dose mostly 114 µM), without a hit: at the top dose activity change, negative = inhibition, hits mostly inhibitors; further: on the % scale 0 is the no-effect control and ±100 the full control effect
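Pol eta (10 nM) was preincubated with compounds for 15 min at room temperature, after which fluorescent replication substrate (50 nM final) was added to start the reaction. Fluorescence was read kinetically at 0 and 10 min.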
APEX1 inh: qHTS Assay for Inhibitors of the Human Apurinic/apyrimidinic Endonuclease 1 (APE1); recombinant APE1, TAMRA/BHQ-2 abasic DNA cleavage fluorescence; Potency, µM (highest dose often 65.8 µM), for the others: at the highest dose activity change, negative = inhibition, usual class: inhibitors; actives 0.35% (n = 350,000); AID 2517, 2012;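 further: plate controls were vehicle for no effect and reference inhibitor for full effect; nearly all actives have a fitted effect of over 55% in size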
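Compound pre-exposure to 0.75 nM APE1, 15 min at ambient temperature. Reaction initiated with 50 nM TAMRA/BHQ-2 THF substrate, read immediately in kinetic mode, 525 nm excitation, 598 nm emission.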
G9a inh: qHTS Assay for Inhibitors of Histone Lysine Methyltransferase G9a | Potency, µM (doses to about 102 µM), inactives show top-dose activity, negative = inhibition, hits mostly inhibitors | Histone-lysine N-methyltransferase EHMT2 (Homo sapiens), Q96KQ7 | actives 8.8% (n = 350,000) | G9a H3K9 monomethylation, AlphaScreen, 2 h; further: on the % scale 0 is the no-effect control and ±100 the full control effect; nearly all actives have a fitted effect of over 75% in size
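Enzyme 20 nM + cpd, 15 min RT; add b-H3K9 pep 500 nM / SAM 20 uM; 2 h RT; anti-H3K9me1 Ab 0.5 ug/mL + SA donor / anti-rabbit acceptor beads 20 ug/mL each, 10 min; AlphaScreen read.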
* = called active by the depositor; u = inconclusive; x = no result given; & = joins results of further samples; [ ] = dose if it differs, or a comment. The call rests on the fitted dose curve; in most records, active means well fitted curve in the direction sought with a large enough effect; inconclusive means small, poorly fitted or top-dose-only effect, or another doubt; inactive means no such curve, though single readings can be large; an effect the other way counts as inactive or inconclusive. Potency means the concentration at half of the fitted maximal effect. These rows are one share of the data; rates above refer to the full screens.

SMILES	POLI inh	POLB inh	BAZ2B inh	BLM helicase inh	POLK inh	JMJD2A Tudor	POLH inh	APEX1 inh	G9a inh
CCOC(=O)c1ccc(N2C(=O)c3[nH]nc(-c4ccccc4)c3C2c2ccc(C(C)C)cc2)cc1 (stereo unspecified)	32%[activator]	4%	x	-17%	5%	-35%	-25%	x	0%[59 µM]
COC(=O)C1=C(c2ccc(OC)c(OC)c2)C[C@@H]2CC[C@H]1N2C(=O)NCCOc1ccccc1	19%	x	-2%	x	2%	2%	-15%	17%	-2%[0.501 µM]
COc1ccc(OCC(=O)N2CCN(C/C=C/c3ccccc3)CC2)cc1	22%	0%	-27%	0%	16%	-29%	-9%	4%	4%
COc1ccc(N2C(=O)NC(=O)/C(=C\c3ccccc3[N+](=O)[O-])C2=O)cc1	109%[activator]	0%	-15%	0%	-13%	-16%	-18%	1%	8.9µM*
CCc1nnc(NC(=O)CSc2ccc(-c3ccco3)nn2)s1	14%	14µM*	50µM*	14µM*	1%	9%	-20%	u	22µM*
Nc1cnn(-c2ccccc2)c(=O)c1Cl	117%[activator]	91%	8%	-2%	2%	-6%	-6%	6%	-4%[0.501 µM]
CC/C(=N\NC(=O)c1ccccc1)c1c(O)n(Cc2ccccc2)c(=O)[nH]c1=O	0%	1%	-17%	-2%	-7%	-24%	-7%	6%	u
COc1ccc(CC(C)Nc2cccc(F)c2)cc1 (stereo unspecified)	-8%	-24%	39%	-7%	-6%	62%[activator]	-13%	-7%	x
COc1cccc(Oc2c(C)oc3cc(OC(=O)N(C)C)ccc3c2=O)c1	4%[58.9 µM]	1%	-6%	2%	-11%	-15%	-15%	-5%	7%[59 µM]
Cc1ccc(NC(=O)CN2C(=O)CN=C(c3ccccc3)c3ccccc32)c(C)c1	8%	-6%	x	2%	2%	1%	-13%	x	-6%[59 µM]
CCn1ccnc1CN1CCCC(C(=O)c2cc(F)ccc2OC)C1 (stereo unspecified)	32%[activator]	-15%	-39%	-4%	-20%	-21%	-13%	9%	7.1µM*
NP(=O)(OCCCc1ccccc1)Oc1ccc(Cl)cc1 (stereo unspecified)	13%	1%	-5%	-3%	2%	-3%	-23%	26%	13%
COc1ccc(C(=O)N/N=C/C23CC[C@@H](O)CC2(O)CC[C@@H]2[C@@H]3CCC3(C)C(C4=CC(=O)OC4)CCC23O)cc1 (stereo partly specified)	u	u	-13%	-6%	u	-35%	-25%	u	50µM*
COc1cc2c(cc1OC)[C@H]1C(=O)c3ccc4c(c3O[C@H]1CO2)C[C@@H](C(C)(C)O)O4	2%	x	x	x	-8%	-23%	-9%	4%	x
O=C1NC(=O)N(c2ccccc2)C(=O)/C1=C/c1coc2ccc(O)cc2c1=O	22µM*	3%	u	-11%	u	u	u	4%	-114%[59 µM]
CCCN(CCC)[C@@H]1CCc2c(F)ccc(O)c2C1	9%[58.9 µM]	22%[57.1 µM]	x	x	x	x	-4%[57.1 µM]	-3%	50µM*
O=C1C=C2C=C[C@@H]3CC2(O1)[C@H]1CCCCN31	20%	x	-4%	x	-2%	-1%	-16%	13%	u
O=C1C=CC(=O)C(Cl)=C1	x	x	x	-16%	16µM*	x	x	28µM*	0.71µM*
Nc1cc2nc3ccccc3nc2cc1N	301%[activator]	u	u	0%	-7%	-8%	-9%	0%	u
C/C(CC(=O)Nc1ccc(Cl)cn1)=N\NC(=O)Cc1cccs1	148%[activator]	18%	-17%	1%	-2%	-8%	-22%	0%	6%

Entries of single compounds from above:
O=C1NC(=O)N(c2ccccc2)C(=O)/C1=C/c1coc2ccc(O)cc2c1=O is entered as POLI inh = 22µM*; POLB inh = 3%; BAZ2B inh = u; BLM helicase inh = -11%; POLK inh = u; JMJD2A Tudor = u; POLH inh = u; APEX1 inh = 4%; G9a inh = -114%[59 µM]
COc1ccc(C(=O)N/N=C/C23CC[C@@H](O)CC2(O)CC[C@@H]2[C@@H]3CCC3(C)C(C4=CC(=O)OC4)CCC23O)cc1 (stereo partly specified) is entered as POLI inh = u; POLB inh = u; BAZ2B inh = -13%; BLM helicase inh = -6%; POLK inh = u; JMJD2A Tudor = -35%; POLH inh = -25%; APEX1 inh = u; G9a inh = 50µM*

Other entries follow.
SMILES	POLI inh	POLB inh	BAZ2B inh	BLM helicase inh	POLK inh	JMJD2A Tudor	POLH inh	APEX1 inh	G9a inh
O=C1NCCCCC1(Cl)Cl	13%	x	x	x	2%	-2%	-2%	x	x
O=C(O)c1ccc2[nH]cc(CCCCN3CC=C(c4ccccc4)CC3)c2c1	x	x	x	-13%	u	x	x	u	-39%[12.7 µM]
C=CCN1C(=O)NC(=O)/C(=C/c2c(CCN(C)C(=O)c3ccccc3)cc3c(c2OC)OCO3)C1=O	-14%	16%	-37%	0%	-10%	-20%	1%	-1%	u
NC(N)=N/N=C/c1cn(-c2ccccc2)nc1-c1cccs1	-8%	28µM*	u	74%[activator]	-15%	u	-12%	-5%	-8%
Cc1ccc(Sc2ccc(N3CCCC(C(=O)Nc4ccc(Cl)cc4)C3)nn2)cc1 (stereo unspecified)	15%	u	-1%	-8%	-14%	-6%	-9%	x	-7%[59 µM]
CNCC[C@H](Oc1ccc(C(F)(F)F)cc1)c1ccccc1	u	-3%[57.1 µM]	-5%	4%	-6%[60.1 µM]	-12%	-16%	4%	u
COC(=O)C1=CO[C@@H](C)[C@H]2CN3CC[C@]4(C(=O)Nc5ccccc54)[C@@H]3C[C@H]12	2%	x	x	x	-1%	-17%	-15%	x	x
[O-]/[N+](=C/c1cccnc1)c1ccc(Br)cc1	17%	2%	u	1%	-3%	-28%	-8%	-7%	u
O=P(NS(=O)(=O)c1ccccc1)(Oc1ccccc1)Oc1ccccc1	11%	0%	-39%	3%	-4%	u	-2%	1%	56µM*
Cc1ccc(OCC(=O)N2CCN(Cc3cccnc3)CC2)cc1	13%	14%	x	0%	-17%	4µM*	-3%	12%	2.8µM*
O=C(C(=O)N1CCc2ccccc2C1)c1cn(CC(=O)N2CCCCC2)c2ccccc12	139%[activator]	20%	-4%	-2%	-19%	-21%	-8%	11%	40µM*
C=CCn1c(O)c(C(C)=Nc2ccc(N(C)C)cc2)c(=O)[nH]c1=O	11%	-27%	u	-2%	-17%	-23%	3%	1%	u
Fc1cccc(CCNCc2ccccn2)c1	u	21%	20µM*	0%	-16%	3.5µM*	5%	-4%	1.6µM*
Cc1cc(C)nc(NS(=O)(=O)c2ccc(NC(=S)NC(=O)C3CCCC3)cc2)n1	14%	-16%	u	-6%	2%	-5%	-8%	-4%	u
CC(Oc1ccc(-c2ccccc2)cc1)C(=O)O (stereo unspecified)	0%	20%	-3%	-1%	-2%	-15%	5%	-1%	33%[12.7 µM]
c1ccc(CN2CC[C@@]3(CCCNC3)C2)cc1	x	x	x	6%	-5%[60.1 µM]	x	x	2%	-25%[12.7 µM]
CCn1nc(-c2ccccc2)nc2c(=O)n(C)c(=O)nc1-2	-103%	u	3%	1.4µM*	-8%	-14%	0.79µM*	u	u
CSc1ccc(C(=O)C2CCCN(Cc3cnc(SC)nc3)C2)cc1 (stereo unspecified)	-23%	-8%	-25%	-3%	-5%	-20%	-9%	-2%	3%
COc1ccc(C2c3c(nc(C)[nH]c3=O)Oc3c2c(=O)oc2ccccc32)cc1 (stereo unspecified)	24%	4%	-14%	-4%	0%	-10%	17%	-2%	-1%
Nc1c2c(nc3sc4c(c13)CCCC4)CCCCC2	-4%	u	-8%	-21%	-10%	79µM*	u	-1%	u
OC[C@H]1O[C@@H](n2cnc3cc(Cl)c(Cl)cc32)[C@H](O)[C@@H]1O	17%	x	2%	x	17%	-14%	-15%	11%	-24%[59 µM]
CCCCC/C=C\C/C=C\C/C=C\C/C=C\CCCC(=O)OC(CO)CO	x	x	x	-8%&-5%	u	x	x	-3%&8%&-1%	37%[59 µM]
CCc1cc(=O)oc2cc(OCC(=O)N3C[C@H]4C[C@@H](C3)c3cccc(=O)n3C4)ccc12	42%[activator]	10%	-2%	1%	-24%	-16%	-8%	-4%	15%[12.7 µM]
COc1ccc(-c2nn(CCC#N)cc2C(=O)Nc2ccc(C(C)=O)cc2)cc1[N+](=O)[O-]	4%	-12%	-6%	-5%	-2%	-21%	-19%	29%	6%[0.501 µM]
O=C(Nc1ccc2c(c1)OCO2)c1cccn(Cc2ccccc2)c1=O	15%	-27%	-2%	-1%	-2%[60.1 µM]	-3%	-18%	x	-31%[59 µM]
CC(C)Cc1nnc(NC(=O)CCC(=O)N2CCC3(CC2)OCCO3)s1	46%[activator]	-1%	0%	0%	-10%	-11%	-13%	1%	-3%
COC(=O)C(O)(c1ccc(NC(=S)NC(=O)c2ccccc2)cc1)C(F)(F)F (stereo unspecified)	u	11%	-36%	-9%	-5%	u	-9%	1%	-43%[59 µM]
CN(C)P(=O)(NC(=O)c1cccn1C)N(C)C	u	11%	-8%	-6%	-9%	-18%	-15%	15%	21%
CC1(C)CC(=O)C2=C(C1)NC(=O)C21C(C(=O)OC(C)(C)C)=C(N)Oc2ccc(Br)cc21 (stereo unspecified)	-5%[58.9 µM]	27%	5%	1%	-7%	-2%	-14%	1%	10%
CCn1c(SCC(=O)Nc2nncs2)nnc1-c1ccco1	-4%	-7%	4%	-4%	5%	-3%	-12%	64%[activator]	25%
Cc1noc(C)c1CSc1nc2cc(S(=O)(=O)N3CCOCC3)ccc2o1	u	-15%	2%	-10%	-3%	u	u	-1%	3.2µM*
COc1ccc(CNC(=O)C(NC(C)=O)C(C)C)cc1OC (stereo unspecified)	30%	1%	5%	0%	-2%	-4%	-24%	-1%	-4%
CC1(C)CC(=O)C(C2(O)C(=O)NC(=O)NC2=O)=C(O)C1	8.9µM*	13%	-31%	0%	0%	-21%	4%	-4%	u
